Bioassay records: PubChem BioAssay, National Center for Advancing Translational Sciences (NCATS)
Gal4-VP16 FLuc = inhibits Gal4-VP16 luciferase reporter, ROR gamma counter-screen; 3.5% of 310,000 active; Drosophila S2 Gal4-VP16 UAS-luciferase, luminescence, 20 h; Potency, µM (highest dose often 53.6 µM), for inactives: at the top dose activity, negative = inhibition, most hits filed as inhibitors;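 also: Gal4-VP16 expression switched on by copper sulfate through the metallothionein promoter; potency is read from the fitted curve at half-maximal effect; % is scaled to controls: 0 for no effect and ±100 for the full control effect; nearly all actives have a fitted effect of over 50% in size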
Tb PFK block = blocks T. brucei phosphofructokinase; O15648; T. brucei PFK, ADP-Glo luminescence; Potency, µM (series often up to 57.5 µM), without a hit: at the top dose activity, negative = inhibition, actives largely listed as inhibitors; 0.17% of 330,000 active;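 also: potency is read from the fitted curve at half-maximal effect; 0% = uninhibited 1x PFK enzyme wells and -100% = no-enzyme wells; nearly all actives have a fitted effect of over 60% in size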
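In TEA buffer at pH 8.0 with 5 mM MgCl2, enzyme (1.25 nM) converted F6P (0.5 mM) and ATP (0.1 mM) for 45 min at room temperature. ADP product was read by luciferase luminescence.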
ELG1 genotoxic = inducers of genotoxicity in HEK293T ELG1-luciferase cells; HEK293T ELG1-luciferase reporter, luminescence, 16 h; 1.3% of 330,000 active; Potency, µM (top dose mostly 46 µM), inactives show at the top dose activity change, positive = activation, most hits filed as activators; also: potency is read from the fitted curve at half-maximal effect; % of control where 0% means no effect; nearly all actives have a fitted effect of over 60% in size
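Luminescence read-out: rising ELG1-luciferase signal, reflecting elevated ELG1 protein under genetic stress, flags genotoxic compounds. Cells were treated for 16 hr at 37 °C before ONE-Glo detection.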
NPC1 promoter act = activators of NPC1 promoter | 2.4% of 320,000 active | Huh7 NPC1 promoter luciferase reporter, 24 h | AID 485313 | Potency, µM (highest dose often 9.22 µM), without a hit: top-dose activation, usual class: activators;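 also: potency is read from the fitted curve at half-maximal effect; % of control where 0% means no effect; nearly all actives have a fitted effect of over 60% in size; reporter is driven by a mutant NPC1 promoter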
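Cells: Huh7 expressing luciferase under the NPC1 promoter, 1500/well. Seeded 2 h, compound added, incubated 24 h at 37 °C. Luciferase reagent, 10 min ambient, then luminescence.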
FLuc counter = counter-screen for miR-21 project: firefly luciferase inhibitors or activators. P08659. purified FLuc, Km substrates, luminescence inhibition. Potency, µM (top dose mostly 57.5 µM), for inactives: at the highest dose activity change, negative = inhibition, most hits filed as inhibitors. 6.9% of 360,000 active;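 also: potency is read from the fitted curve at half-maximal effect; plate controls were vehicle for no effect and reference inhibitor for full effect; nearly all actives have a fitted effect of over 55% in size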
Target sequence (P08659 whole entry, looked up): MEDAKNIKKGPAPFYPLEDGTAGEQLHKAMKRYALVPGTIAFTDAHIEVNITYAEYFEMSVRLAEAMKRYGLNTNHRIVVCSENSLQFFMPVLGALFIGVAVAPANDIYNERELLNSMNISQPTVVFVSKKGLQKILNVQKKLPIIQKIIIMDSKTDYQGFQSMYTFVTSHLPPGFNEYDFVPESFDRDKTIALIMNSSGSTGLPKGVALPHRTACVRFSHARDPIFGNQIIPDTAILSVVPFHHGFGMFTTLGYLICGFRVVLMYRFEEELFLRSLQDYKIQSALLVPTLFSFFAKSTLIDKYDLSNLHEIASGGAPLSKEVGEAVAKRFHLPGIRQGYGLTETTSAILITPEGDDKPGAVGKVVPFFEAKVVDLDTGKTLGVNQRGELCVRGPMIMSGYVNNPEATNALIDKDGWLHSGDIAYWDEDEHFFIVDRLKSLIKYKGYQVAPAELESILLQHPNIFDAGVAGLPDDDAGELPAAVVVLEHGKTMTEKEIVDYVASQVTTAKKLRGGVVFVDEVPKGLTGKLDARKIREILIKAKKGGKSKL
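Purified P. pyralis luciferase (10nM final) with 10uM D-luciferin and 10uM ATP (Km levels) in 50mM Tris acetate pH 7.5, 10mM Mg acetate, 0.01% Tween-20, 0.05% BSA; qHTS 6-point titration, ~60 µM downward; luminescence read.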
ELG1 repair inh = inhibitors of ELG1-dependent DNA repair in HEK293T cells; HEK293T ELG1-luciferase reporter, luminescence, 16 h; DNA damage induced by 5-fluorouridine; Potency, µM (top dose mostly 46.1 µM), without a hit: top-dose activity change, negative = inhibition, most hits filed as inhibitors; 2.3% of 330,000 active; also: potency is read from the fitted curve at half-maximal effect; % is scaled to controls: 0 for no effect and ±100 for the full control effect; nearly all actives have a fitted effect of over 55% in size
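DMSO vehicle served as the neutral condition. Each well held 2,000 cells given 5-fluorouridine plus compound; after 16 hr at 37 °C/5% CO2, ONE-Glo was added and luciferase measured 30 min later.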
Rab9 promoter act = activates the Rab9 promoter; Huh7 Rab9 promoter-luciferase reporter, luminescence, 24 h; Potency, µM (doses to about 9.22 µM), without a hit: top-dose activation, negative = inhibition, usual class: activators; 2.8% of 320,000 active; AID 485297; also: potency is read from the fitted curve at half-maximal effect; % of control where 0% means no effect; nearly all actives have a fitted effect of over 60% in size
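Luminescence read-out: Huh7 cells stably expressing Rab9-luciferase, treated 24 h with compound at 37 °C, then lysed with luciferase reagent for 10 min at ambient before reading.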
TRPV1 agonist = human TRPV1 agonism; TRPV1-expressing cells, Fluo-8 calcium influx, agonist mode; activation, % at 8.33 µM; 0.19% of 320,000 active; AID 540275; in the data active = activation above about 80%; inconclusive = between about 30% and that limit; also: 0% is about no effect
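Cells expressing TRPV1 were dye-loaded with Fluo-8 and read kinetically: 10 s baseline, 3 min after compound (agonist portion), then 2 min after EC20 capsaicin (allosteric enhancer portion). Calcium-bound dye fluorescence at 480/520 nm.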
BRCA1 expr up = BRCA1 expression activation; MCF7-BRCA1-FFLuc reporter, luminescence, 48 h; response scale: scaled: vehicle 0%, 10 µM genistein 100%; 1.1% of 380,000 active; Potency, µM (series often up to 46.1 µM), for the others: at the highest dose activation, actives largely listed as activators; AID 624202; also: potency is read from the fitted curve at half-maximal effect; nearly all actives have a fitted effect of over 80% in size; some results filed as inactive show a strong effect at the top dose
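Compounds are tested at multiple concentrations on MCF7 BRCA1-luciferase reporter cells seeded at 2000 per well; after 48 h, a single luminescence end-point is taken and curves fitted to the normalized data.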
p53 reactivator = mutant p53 re-activation in reporter cells; H1299 p53-A138V BP100-luciferase reporter, luminescence, 24 h; Potency, µM (highest dose often 92.2 µM), for the others: top-dose activity change, positive = activation, most hits filed as activators; 0.063% of 320,000 active; also: potency is read from the fitted curve at half-maximal effect; % of control where 0% means no effect; nearly all actives have a fitted effect of over 45% in size
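H1299 (p53-null), stable ts p53-A138V + BP100-Luc; 1000 cells/well, Opti-MEM/10% FBS; cpd 4 pt, 1:5; 24 h, 37 deg C, 5% CO2; detection reagent 10 min RT; luminescence.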
RORg inh = ROR gamma (mouse) transcription inhibition | P51450 | Drosophila S2 Gal4-RORgamma UAS-luciferase reporter, 20 h | Potency, µM (titrated, usually from 53.6 µM), for the others: at the top dose activity change, negative = inhibition, usual class: inhibitors | 5.4% of 310,000 active | AID 2551; also: potency is read from the fitted curve at half-maximal effect; % is scaled to controls: 0 for no effect and ±100 for the full control effect; nearly all actives have a fitted effect of over 60% in size
Target sequence (P51450 whole entry, looked up, the tested form may be a part): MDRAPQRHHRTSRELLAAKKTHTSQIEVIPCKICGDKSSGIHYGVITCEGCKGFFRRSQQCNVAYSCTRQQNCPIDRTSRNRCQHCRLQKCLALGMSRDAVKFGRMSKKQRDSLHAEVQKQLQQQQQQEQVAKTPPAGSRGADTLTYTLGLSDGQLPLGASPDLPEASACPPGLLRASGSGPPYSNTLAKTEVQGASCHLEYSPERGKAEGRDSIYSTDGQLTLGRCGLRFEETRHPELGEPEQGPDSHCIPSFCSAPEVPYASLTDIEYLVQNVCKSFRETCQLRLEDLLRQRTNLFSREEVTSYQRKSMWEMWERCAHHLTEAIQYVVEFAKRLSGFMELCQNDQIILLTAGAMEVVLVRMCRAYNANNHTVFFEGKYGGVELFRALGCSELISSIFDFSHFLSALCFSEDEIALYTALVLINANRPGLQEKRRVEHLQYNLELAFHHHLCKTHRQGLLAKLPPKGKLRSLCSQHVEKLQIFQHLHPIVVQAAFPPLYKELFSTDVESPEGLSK
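Drosophila Schneider cells stably carrying a metallothionein-driven Gal4 DBD–ROR gamma fusion and a UAS-Photinus luciferase reporter were exposed to compound for 1 hr, then induced with copper sulfate (700 uM final) for 20 hr at ambient temperature before luminescence reading.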
The depositor's hits bear a star; ? = inconclusive; nt = not tested or not shown; & = joins results of further samples; [ ] = remark or other dose. Unless noted, calls follow the shape of the dose curve; as a rule, active = well fitted curve in the direction sought with a large enough effect; inconclusive = small, poorly fitted or top-dose-only effect, or another doubt; inactive = no such curve, though single readings can be large; an effect the other way counts as inactive or inconclusive. Random draw from the library; about 15% have a hit in one of these screens.

SMILES,Gal4-VP16 FLuc,Tb PFK block,ELG1 genotoxic,NPC1 promoter act,FLuc counter,ELG1 repair inh,Rab9 promoter act,TRPV1 agonist,BRCA1 expr up,p53 reactivator,RORg inh
COc1cccc(C(=O)NC(=S)NCc2ccco2)c1,?,-1.7%,4.3%,0.6%,-18.2%,?,-1.3%,1.7,18.3%,24.7%,14.1µM*
COc1ccc(NC(=O)CCN2C(=O)c3ccncc3C2=O)cc1OC,-6.4%,-1.0%,0.0%,2.0%,-2.5%,0.9%,0.6%,1.7,5.7%,1.5%,12.9%
CN(C(=O)CSc1nnc(N)s1)C1CCCCC1,-4.7%,-1.3%,1.9%,2.3%,5.7%,?,14.3%,-1.7,9.7%,18.6%,4.3%
COc1ccc(-n2cc(CNC3CCC(O)CC3)c(-c3cccc(F)c3)n2)cc1 (stereo not given),-13.9%,3.0%,-1.0%,-1.1%,-15.2%,9.1%,8.1%,8.8,-15.2%,-3.3%,2.5%
Cc1ccc(S(=O)(=O)N2CCOCC2)cc1NC(=O)COc1ncnc2ccccc12,-11.4%,3.2%,1.3%,3.3%,-0.1%,-13.0%,-1.2%,-2.4,1.7%,-7.2%,-0.7%
COc1ccc(CCNC(=O)c2cc(-c3ccncc3)nc3ccc(S(=O)(=O)N4CCOCC4)cc23)cc1OC,-0.8%,-15.2%,-0.3%,-2.9%,5.8%,?,-9.0%,-1.7,-5.6%,-3.9%,-21.9%
COc1cccc(NC(=O)C2c3cc(OC)c(OC)cc3C(=O)N(C)C2c2cccnc2)c1 (stereo not given),-5.4%,3.6%,2.1%,-2.7%,0.8%,-19.6%,-0.1%,6.5,-15.1%,-2.9%,-10.3%
CCC(=O)N1CCc2cc(S(=O)(=O)CCC(=O)NCCC3=CCCCC3)ccc21,7.3%,-2.1%,0.3%,-0.5%,1.0%,-1.3%,-0.3%,nt,-3.8%,0.6%,38.0%
O=C(COC(=O)c1ccc([N+](=O)[O-])o1)NCc1ccc(F)cc1,nt,-11.3%,-0.1%,nt,nt,9.2%,nt,nt,-5.5%,6.9%,nt
COc1ccc(NC2=NC(C)(CO)CS2)cc1 (stereo not given),8.5%,-0.8%,13.5%,?,?,?,?,-4.2,86.4%,8.6%,-1.0%
Cc1ccc(Nc2nnc(SCc3cc(=O)n4ccsc4n3)s2)c(C)c1,-2.4%,0.5%,-0.5%,-1.7%,-1.6%,-10.5%,14.1%,-4.4,5.3%,-5.7%,-2.3%
CCOC(=O)c1c(CSc2ccccc2)n(C)c2ccc(O)cc12,-10.9%,2.0%,-0.6%,-1.7%,-1.0%,-18.5%,0.4%,3.7,-2.7%,-4.0%,26.2%
Cc1nn(C)c(C(=O)Nc2cccc(CN3CCOCC3)c2)c1Br,-14.4%,-5.4%,-3.8%,5.0%,2.5%,?,-5.2%,0.3,-30.9%,-5.6%,19.0%
Cc1noc(C)c1CCC(=O)Nc1c(C(C)C)cccc1C(C)C,nt,0.0%,2.0%,-1.6%,8.4%,11.0%,-2.0%,-1.0,-30.3%,2.4%,nt
O=C(NNC(=O)C1C2CCC(C2)C1C(=O)O)c1cccc(Cl)c1 (stereo not given),6.5%[10 µM],0.0%,2.8%,-4.2%,-7.3%,?,-3.3%,21.0,8.9%,18.9%,-26.4%
COc1ccc(OC)c(C(C)NC(=S)Nc2ccc(S(=O)(=O)Nc3ncccn3)cc2)c1 (stereo not given),10.8%,1.8%,1.9%,0.3%,0.9%,1.0%,3.7%,-0.6,-6.8%,-14.3%,-20.0%
CC(Sc1ncc(C#N)c(N)n1)C(=O)Nc1ccccc1 (stereo not given),13.6%,-6.8%,-1.3%,0.4%,-0.3%,3.5%,0.0%,2.0,0.0%,-6.5%,-8.4%
O=c1oc2ccccc2cc1-c1csc(Cc2nc(-c3ccc(Br)cc3)cs2)n1,0.7%[0.365 µM],-4.7%,?,-21.1%,-1.9%,-10.9%,-29.9%,-2.4,-60.4%,0.9%,45.8%
CN1CCN(c2cc(=O)n(-c3ccc(Cl)cc3)c(=O)[nH]2)CC1,1.1%,-2.0%,1.5%,4.1%,-4.6%,16.4%,-22.9%,2.8,1.2%,1.1%,-11.2%
CN1C(=O)N(C)C2(c3ccccc3)N(C(C)(C)C)C(=O)NC12c1ccccc1 (stereo not given),-5.0%,-0.4%,0.6%,-0.4%,2.6%,2.6%,-5.7%,?,-15.1%,-8.3%,-2.6%
Cn1c(=O)c2ccccc2n(CC(=O)NC2CCCC2)c1=O,-2.2%,3.9%,14.3%,0.9%,1.5%,4.0%,2.1%,-1.9,9.5%,-2.3%,2.2%
CSc1ccc(S(=O)(=O)NCc2ccc(C)cc2)cc1,1.1%,0.8%,2.8%,-5.6%,-12.1%,-3.1%,-6.0%,15.2,5.7%,-1.0%,4.7%
COc1ccc(CCNC(=O)CSc2nnc(-c3ccccc3)c3ccccc23)cc1OC,18.6%,0.0%,-2.5%,-3.4%,3.1%,?,-5.9%,13.8,-32.7%,23.7%,8.9%
O=S(=O)(c1ccccc1)c1nc(NCc2ccccc2)sc1Cl,-7.0%,11.0%,-2.4%,-0.3%,0.9%,-2.2%,-0.2%,12.2,-15.1%,5.8%,27.0%
Cc1ccc(OCCn2cnc3c(N)ncnc32)cc1,2.7%,2.7%,11.6%,10.0%,2.1%,?,17.5%,-0.5,4.4%,?,29.1%
N#C/C(=C\c1ccc(O)cc1)c1nc2ccccc2o1,-8.7%,12.4%,?,?,10.7µM*,?,?,?,?,19.0%,0.0%
CCN(CC)c1ccc(-c2nn3c(-c4cccnc4)nnc3s2)cc1,?,-2.2%,-7.0%,-22.8%,21.3µM*,-13.0%,-20.2%,-1.2,-77.7%,0.2%,12.0%
CCOC(=O)C1=C(C)NC(=O)NC1c1ccc(OC)c(CN2CCOCC2)c1 (stereo not given),-4.1%,-4.1%,-0.2%,-4.9%,-0.1%,0.5%,0.3%,-0.7,-18.5%,4.5%,-6.9%
CCCNC(=O)CS(=O)Cc1nc(-c2cccc(OC)c2)oc1C (stereo not given),0.0%,1.3%,0.9%,-3.4%,-0.9%,-6.1%,3.6%,nt,-16.2%,0.2%,-14.5%
CCC1=C(OC(=O)N(CC)CC)N2C(=O)OC(=NCC(=O)OC)[C@]2(C)[C@H]2C1=CC[C@H]1C(=O)N(CC)C(=O)[C@H]12,-2.7%&11.0%,1.9%,7.9%,3.8%,1.0%,?,-7.5%,2.6,-2.6%,1.4%,-2.3%&1.1%
CCCC1=Nc2cc(C(=O)NCc3ccco3)ccc2Sc2ccccc21,-1.8%,5.8%,15.8%,-25.6%,0.4%,?,-26.3%,14.6,-86.0%,6.6%,19.0%[10 µM]
O=C(Nc1ccc2nc(-c3ccccc3)[nH]c2c1)c1ccco1,-6.6%[0.365 µM],-0.5%,?,?,10.7µM*,?,?,10.5,?,5.1%,?
CCOC(=O)c1ccccc1NC(=O)c1cccc(F)c1,13.2%,-5.0%,0.4%,0.4%,3.5%,-7.3%,-1.0%,8.9,-23.9%,4.3%,-11.7%
COc1nc(C)ccc1-c1noc(-c2ccco2)n1,nt,-5.9%,?,1.41µM*,3.79µM*,?,1.26µM*,-2.4,?,?,14.6%[0.365 µM]
Cn1cnnc1SC(C(=O)c1ccccc1)c1ccccc1 (stereo not given),6.3%,-1.0%,2.8%,1.6%,-2.1%,15.4%,2.2%,nt,-17.0%,2.5%,39.6%
C=CC[C@H]1CC(C)=C[C@H](CC=C)N1,-5.8%,-0.4%,-3.2%,0.0%,-0.7%,17.4%,2.5%,2.3,1.6%,5.0%,-13.0%
Cc1ccc(C=Nc2ccc(N(C)C)cc2)o1,?,-4.8%,20.6µM*,6.7%,0.269µM*,?,8.0%,0.4,72.2%,?,?
CC1CCN(C(=O)Cn2c(=O)c3cccn3c3ccccc32)CC1,-12.1%,-9.3%,-5.5%,1.9%,-2.8%,0.2%,-0.4%,2.0,0.0%,5.2%,-9.0%
O=[N+]([O-])c1ccccc1S(=O)(=O)Nc1ccc(-c2ccc3nncn3n2)cc1,nt,1.7%,-1.4%,-0.2%,2.6%,4.9%,-4.9%,-0.6,-17.8%,4.4%,nt
CCCN1CCC(NCc2cn(C)nc2-c2ccc(Oc3ccccc3)cc2)CC1,?,2.5%,?,0.1%,-2.7%,7.7%,-9.8%,5.6,-71.7%,-1.4%,?
